Assay outcomes deposited in PubChem by The Scripps Research Institute Molecular Screening Center.
PLC-gamma1 inh: PLC-gamma1 enzyme inhibitors, primary screen, biochemical, fluorescence, purified enzyme; fluorogenic substrate; inhibition, % at 12.2 µM; actives 0.84% (n = 370,000); in the data active = inhibition above about 9.5%
DAX1 inh-1: DAX1 (NR0B1) inhibitors on StAR promoter, primary screen, cell-based, luminescence, SF-1 (NR5A1), full-length DAX-1; HEK293T StAR-luciferase reporter, SF-1/DAX-1 repression relief; inhibition, % at 6.8 µM; actives 1.1% (n = 370,000); AID 652010, 2013;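 active = inhibition above the mean over all tested compounds plus 3 SD, cut at about 3.6% in these data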;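 note: 0% = DAX-1 cells with DMSO and 100% = cells lacking DAX-1 with DMSO; higher inhibition means more luminescence from relief of DAX-1 repression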
ssDAF-12 act: S. stercoralis DAF-12 nuclear receptor activators, primary screen, cell-based, luminescence, HEK293, GRIP1 co-expression, lit1-tk-luc; Nuclear hormone receptor DAF-12 (Strongyloides stercoralis); actives 1% (n = 370,000); HEK293 ssDAF-12/GRIP1 lit1-tk-luc reporter; % of 3 µM dafachronic acid response; activation, % at 6.8 µM;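 active = activation above the mean over all tested compounds plus 3 SD, cut at about 0.9% in these data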;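 note: 0% = DMSO-only wells and 100% = 3 µM delta7-dafachronic acid wells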
ADAM17 inh: ADAM17 inhibitors, primary screen, biochemical, QFRET; Disintegrin and metalloproteinase domain-containing protein 17 (Homo sapiens), P78536; actives 0.83% (n = 370,000); AID 720648, 2013; inhibition, % at 6.95 µM; recombinant ADAM17, EDANS/DABCYL FRET peptide cleavage;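 active = inhibition above the mean of compounds lying between control limits plus 3 SD, set per campaign, cut at about 8.5% in these data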;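 note: 0% = DMSO-only wells as the low control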
DAX1 inh-2: DAX1 (NR0B1) inhibitors, primary screen, cell-based, HEK293, Gal4-DAX1, luciferase luminescence; actives 0.99% (n = 340,000); HEK293 Gal4-DAX1 luciferase reporter; inhibition, % at 6.75 µM; Nuclear receptor subfamily 0 group B member 1 (Homo sapiens), P51843; AID 504766, 2011;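 active = inhibition above the mean over all tested compounds plus 3 SD, cut at about 4.2% in these data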;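 note: 0% = DAX1-transfected cells with DMSO and 100% = empty-vector control cells with DMSO; inhibition shows as a rise in luminescence from relieved DAX1 repression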
Target sequence (P51843 207-470 limits assumed): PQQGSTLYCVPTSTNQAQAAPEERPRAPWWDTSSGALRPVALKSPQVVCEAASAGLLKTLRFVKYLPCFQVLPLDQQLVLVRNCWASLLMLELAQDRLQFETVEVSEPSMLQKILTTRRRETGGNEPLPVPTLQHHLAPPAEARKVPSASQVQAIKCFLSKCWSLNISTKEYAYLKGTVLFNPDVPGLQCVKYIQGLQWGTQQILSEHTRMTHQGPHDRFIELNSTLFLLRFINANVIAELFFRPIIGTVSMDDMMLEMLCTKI
FXN GAA850 act: FXN promoter activators, primary screen, cell-based, luciferase luminescence, HEK293 lucGAA850; HEK293 lucGAA850 FXN promoter luciferase reporter, 24 h; percent of 10 µM SAHA response; activation, % at 6 µM; actives 0.56% (n = 360,000);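 active = activation above the average of all compounds screened plus 3 SD, cutoff fixed separately per campaign, cut at about 7.5% in these data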;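 note: 0% = DMSO wells and 100% = 10 µM SAHA wells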
ADAM10 inh: human ADAM10 inhibitors, primary screen, biochemical, QFRET, HTS; actives 0.62% (n = 370,000); inhibition, % at 7 µM; recombinant ADAM10, EDANS/DABCYL FRET peptide cleavage, 3 h; AID 720582, 2013; Disintegrin and metalloproteinase domain-containing protein 10 (Homo sapiens), O14672;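 active = inhibition above a per-campaign cutoff equal to the mean of compounds falling between control-based bounds plus 3 SD, cut at about 20% in these data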;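 note: 0% = DMSO wells while the 100% control is not disclosed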
Target sequence (O14672 214-748 limits assumed): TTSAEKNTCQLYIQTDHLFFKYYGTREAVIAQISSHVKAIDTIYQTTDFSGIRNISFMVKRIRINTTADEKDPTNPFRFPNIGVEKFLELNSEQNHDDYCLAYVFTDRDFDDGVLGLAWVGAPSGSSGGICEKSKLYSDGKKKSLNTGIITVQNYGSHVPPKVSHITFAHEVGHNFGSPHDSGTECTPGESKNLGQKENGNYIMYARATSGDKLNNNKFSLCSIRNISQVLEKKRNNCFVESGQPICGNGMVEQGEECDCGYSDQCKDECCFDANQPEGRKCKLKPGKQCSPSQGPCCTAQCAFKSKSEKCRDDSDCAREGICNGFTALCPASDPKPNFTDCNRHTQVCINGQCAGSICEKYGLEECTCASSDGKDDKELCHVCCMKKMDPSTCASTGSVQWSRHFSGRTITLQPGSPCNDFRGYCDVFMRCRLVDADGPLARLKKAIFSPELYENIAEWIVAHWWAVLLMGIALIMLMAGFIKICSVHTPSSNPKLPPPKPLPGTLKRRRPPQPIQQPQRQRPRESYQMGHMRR
hgDAF12 agonist: H. glycines DAF-12 receptor agonists, primary screen, cell-based, luminescence, HEK293, GAL4 fusion, UAS-luciferase. Nuclear hormone receptor DAF-12 (Heterodera glycines), GAL4 fusion. HEK293 GAL4-hgDAF12 UAS-luciferase reporter, agonist luminescence; normalized to butyrate control. activation, % at 6.8 µM. actives 1.8% (n = 370,000). AID 687014, 2013;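 active = activation above a cutoff set at the mean of all screened compounds plus 3 SD, cut at about 10% in these data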;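 note: 0% = DMSO wells and 100% = sodium butyrate wells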
PLCb3 inh: human PLC-beta3 inhibitors, primary screen, biochemical, fluorescence | inhibition, % at 12.2 µM | actives 0.18% (n = 370,000) | Purified PLC-beta3, fluorogenic substrate | AID 720704, 2013; in the data active = inhibition above about 11%;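 note: 0% = median of compound wells on plate and 100% = full blocker control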
sPLA2-III inh: human group III sPLA2 inhibitors, primary screen, biochemical, QFRET, BODIPY PC-A2 liposome substrate. inhibition, % at 12.2 µM. Group 3 secretory phospholipase A2 (Homo sapiens), Q9NZ20. QFRET BODIPY PC-A2 liposome hydrolysis, fluorescence. actives 0.56% (n = 370,000);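 active = inhibition above mean plus 3 SD of compounds lying within the high and low control bounds, cut at about 19% in these data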;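 note: 0% = median of test compound wells and 100% = no enzyme DMSO wells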
hcDAF12 agonist: H. contortus DAF-12 nuclear receptor activators, primary screen, cell-based, luminescence, HEK293, lit1-tk-luc reporter; HEK293 hcDAF-12 lit1-tk-luc reporter; 0% DMSO, 100% Δ7-dafachronic acid; activation, % at 6.8 µM; actives 1.4% (n = 370,000);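 active = activation above the mean of all tested compounds plus 3 SD, cut at about 5.5% in these data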;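 note: 100% = response to 3 µM Δ7-dafachronic acid high control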
An asterisk follows results filed as active; i = inactive; / = no result given.

SMILES	PLC-gamma1 inh	DAX1 inh-1	ssDAF-12 act	ADAM17 inh	DAX1 inh-2	FXN GAA850 act	ADAM10 inh	hgDAF12 agonist	PLCb3 inh	sPLA2-III inh	hcDAF12 agonist
Cn1c2ccccc2c(=O)c2c(=O)n(-c3ccccc3)c(-c3ccc(C(C)(C)C)cc3)nc21	-5	0.5	-0.3	-5	-2.1	5.7	4	1.6	-13	3	4.7
Fc1cccc(Nc2cc(-n3cccn3)ncn2)c1	-4	-0.9	-1.2	-2	-1.7	2.3	0	0.5	-8	-7	-0.4
CCOC(=O)C1=NOC(C(C)=O)(C(=O)NC2CCCC2)C1 (centres undefined)	2	1.4	-1.0	1	/	/	2	1.4	3	2	-1.2
CC(=O)NC1=NN(C(C)=O)C(C)(c2ccc(C)cc2)S1 (centres undefined)	0	0.5	-1.9	-4	-0.8	1.1	2	0.1	0	13	4.2
Cc1ccc2oc(=O)cc(/C=C/c3ccccc3)c2c1	-22	-0.8	-1.9	-5	0.3	0.6	-9	-2.7	-25	3	-5.0
NNC(=O)C(Cc1ccccc1)NC(=O)OCc1ccccc1 (centres undefined)	0	0.0	-1.2	0	-0.2	-1.0	6	-0.3	0	-12	-0.3
O=c1c(C=NCCCn2ccnc2)c(-c2ccccc2)[nH]n1-c1nc2ccccc2s1	1	4.3*	-1.1	2	2.2	-0.8	4	3.5	0	-21	-0.6
CCOC(=O)C1=C(COC(=O)/C=C/c2ccccc2)NC(=O)NC1C (centres undefined)	-1	1.0	-1.0	-2	0.6	3.4	-2	1.5	-5	-7	0.6
COC(=O)c1cc(OC)c(OC)cc1NC(=O)c1ccc(OC)cc1	-1	-0.5	-1.4	-2	-0.5	0.4	-3	-2.2	0	2	-0.5
C[C@H]1CN([C@@H](C)CO)C(=O)Cc2cc(NC(=O)CCC(F)(F)F)ccc2O[C@H]1CN(C)S(C)(=O)=O	-1	-0.2	-1.1	0	0.6	-0.8	5	1.6	1	0	0.2
Cn1cccc1/C=N/NC(=O)c1ccc(OC(F)(F)C(F)F)cc1	-1	-0.4	-1.3	2	0.1	1.9	9	2.2	-3	8	1.0
CCCN(CCC)C(=O)c1cc2c(=O)n3cccc(C)c3nc2s1	-309	0.0	0.4	-324	-0.2	0.0	i	-0.7	-394	-3	1.7
Cc1ccc(Oc2ccc(C(F)(F)F)cc2[N+](=O)[O-])c([N+](=O)[O-])n1	-1	-0.4	0.2	-2	/	2.3	-9	2.4	-6	9	-1.3
COCCOC(=O)c1c(NC(=O)CN2c3ccccc3CC2C)sc(C(N)=O)c1C (centres undefined)	-1	0.9	-1.1	6	-0.3	1.7	5	-3.1	-7	5	0.2
O=C(Cn1cnc2cc([N+](=O)[O-])ccc2c1=O)N1CCN(S(=O)(=O)c2ccccc2)CC1	-7	-1.2	-1.4	-10	-1.0	-1.1	-25	1.3	-9	1	5.3
CN1C(=O)C(C)(C)c2cc(S(=O)(=O)N3CCCCCC3)ccc21	0	0.6	-1.3	-1	-0.4	-0.3	-10	-0.1	-2	-4	0.8
CCN(CC)C(=O)COc1ccc(/C=N/NC(=O)c2cc(-c3ccccc3OC)nc3ccccc23)cc1OC	-8	1.5	-0.9	6	0.5	0.3	7	-0.6	-19	-1	-0.5
CCNc1nc(NCC)nc(N(C)n2cnnc2)n1	5	0.3	-1.2	-2	1.1	1.3	4	0.7	4	0	-1.1
COc1ccc(/C(C)=N/NC(=O)CNC(=O)c2ccco2)c(OC)c1	-10	0.0	-0.1	4	1.5	1.6	-3	0.4	-6	3	-1.6
COCCN(C(=O)Nc1ccc(OC)cc1)c1nc2ccccc2s1	2	0.1	-0.8	1	1.1	1.1	-1	0.0	-5	-3	-1.9
COC(C[C@@H](O)C[C@@H](O)[C@H](C)OCc1ccccc1)OC	2	0.5	-1.1	0	0.8	0.6	2	1.9	3	7	0.2
Cc1ccccc1Nc1nnc(SCC(=O)N(C)C2CCS(=O)(=O)C2)s1 (centres undefined)	2	-0.2	-0.8	-4	0.2	-0.8	-3	-1.6	0	5	-1.1
COC(=O)CSc1nc(N2CCOCC2)c2c(c1C#N)CCCC2	-28	0.2	0.1	-8	1.4	2.2	-18	1.1	-36	-1	-0.5
COc1ccc(Nc2nc3ccccc3n3cnnc23)cc1Cl	-8	-0.1	-0.9	-2	-0.8	2.3	2	0.3	-13	-1	-0.4
O=C(Nc1ccccc1)O/N=C/c1ccncc1	0	1.1	-0.9	3	0.5	2.4	-3	1.1	1	-2	-0.3
O=C(NC(=S)Nc1nc(-c2ccccc2)cs1)c1cncc(Br)c1	1	0.3	-1.6	3	-0.5	1.4	1	0.2	3	0	-1.9
O=C(CNC(=O)c1ccc(Br)o1)NCc1ccc(Cl)cc1	-2	-0.3	-0.8	1	-0.1	0.6	3	-2.1	-8	5	-0.9
CCCCc1c(-c2ccccc2OC)ncn1Cc1ccc(F)cc1F	-13	-1.1	-1.6	-3	/	/	-4	-0.2	-7	12	-1.1
CCc1cccc2c(C(=O)C(NCCOC)c3ccccc3)c[nH]c12 (centres undefined)	-5	0.5	-0.9	3	0.1	-0.8	-7	2.6	-4	-18	-0.5
O=C(c1ccc(N2C(=O)CCC2=O)cc1)N1CCCSC1=Nc1ccccc1	-1	1.0	-1.6	-1	0.7	1.3	-5	-2.6	0	-2	-0.1
CN(C(=O)CSc1nnnn1-c1ccc(O)cc1)C1CCCCC1	1	1.3	-0.5	8	-1.4	-0.4	1	2.6	-3	-23	0.5
CCOc1ccccc1OCC(=O)Nc1ccc(S(=O)(=O)N(C)C)cc1	1	-0.8	-1.2	-2	3.2	1.8	6	1.9	3	-7	-1.1
O=NN(C(=O)NC1CCC(C(=O)O)CC1)C1CCC(C(=O)O)CC1 (centres undefined)	2	0.5	-0.9	-2	/	/	-2	2.7	2	3	0.0
CCOC(=O)Nc1ccc2c(c1)N(C(=O)N(CC)CC)c1ccccc1CC2	-4	-0.7	-0.6	-8	1.3	0.7	-18	-4.6	-3	-9	-2.6
FC(F)(F)c1ccccc1C1=CC(c2ccccc2)n2ncnc2N1 (centres undefined)	i	-0.8	-1.1	-106	0.0	0.2	-376	0.5	i	-3	-2.4
COc1ccc2oc(C(=O)c3ccccc3)c(NC(=O)CN3CCN(C)CC3)c2c1	-61	-0.1	-1.8	-3	-0.7	1.3	7	-0.6	-79	-4	-0.1
CCOc1cc(/C=N/O)cc(Cl)c1OC	-2	0.2	-1.2	-4	-0.6	-2.3	-11	-1.5	1	-2	-1.1
Cc1ccc(CN2CCCCC(NC(=O)c3ccc(COc4ccccc4)cc3)C2=O)cc1 (centres undefined)	3	-3.4	-1.6	0	/	/	11	-3.6	2	-3	-4.9
C=CCN1C(=O)/C(=C/c2ccc(OC(C)=O)c(OCC)c2[N+](=O)[O-])SC1=S	-5	-2.2	-2.5	6	-3.5	1.5	19	-6.8	-5	-11	-6.0
CC1CCCC(C)N1/N=C/c1ccccc1OC(F)F (centres undefined)	-1	-0.6	-1.1	-2	1.0	2.4	-3	0.4	0	-1	0.3
C=CCn1c(SCC(=O)Nc2nnc(CC)s2)nnc1-c1ccco1	0	0.3	-1.3	-3	-0.2	0.3	-1	0.1	-3	-4	1.2
CCOc1cc(CN2CCN(c3ccc(C(C)=O)cc3)CC2)ccc1OC	-7	-1.3	-1.5	-3	-0.8	1.2	-2	-3.9	-12	1	-2.8
CCOc1ccc(OCC)c(S(=O)(=O)N2CCC(C)CC2)c1	6	0.5	-1.4	-3	-0.3	0.5	3	-0.8	-1	-5	-1.7
Cc1cccc(NC(=O)CCNS(=O)(=O)c2cccc3nsnc23)c1C	0	-0.2	-1.2	0	2.9	0.5	-6	-0.7	-3	2	-0.9

An unsorted share of the library. Share with any hit: about 6.9%.
